GLD-1 TGE inh = GLD-1-TGE RNA interaction inhibition (C. elegans). Q17339. purified GLD-1 + fluorescein TGE RNA, fluorescence polarization. inhibition, % at 5.96 µM. 320,000 compounds, 0.44% hits. AID 2280;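 active = percent inhibition above a per-plate cutoff, the plate mean of test compounds plus 3 SD, cut at about 30% in these data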;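 also: 0% = DMSO wells with GLD-1 and probe and 100% = wells lacking GLD-1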
Target sequence (Q17339 whole entry, looked up): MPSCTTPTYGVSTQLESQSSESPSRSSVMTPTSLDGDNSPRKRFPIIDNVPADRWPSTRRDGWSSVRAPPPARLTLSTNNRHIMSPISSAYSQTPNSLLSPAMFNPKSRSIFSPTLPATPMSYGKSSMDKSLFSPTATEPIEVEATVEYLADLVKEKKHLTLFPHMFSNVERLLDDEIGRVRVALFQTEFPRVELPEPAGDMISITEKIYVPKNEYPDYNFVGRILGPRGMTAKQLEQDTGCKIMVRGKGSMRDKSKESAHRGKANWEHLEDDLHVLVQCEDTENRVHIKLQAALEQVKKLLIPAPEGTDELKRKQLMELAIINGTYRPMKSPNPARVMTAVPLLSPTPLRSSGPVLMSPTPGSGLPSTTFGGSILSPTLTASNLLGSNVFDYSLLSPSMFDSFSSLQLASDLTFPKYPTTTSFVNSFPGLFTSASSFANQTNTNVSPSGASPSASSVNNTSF
pPAFAH inh = pPAFAH (human) enzyme inhibition. Q13093. recombinant pPAFAH, FP-rhodamine probe fluorescence polarization. inhibition, % at 3.39 µM. 330,000 compounds, 1.5% hits;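 active = inhibition above the mean inhibition across the screen plus 3 SD, cut at about 25% in these data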;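 also: inhibitors block binding of the rhodamine activity-based probe so polarization drops; 0% = enzyme with DMSO and 100% = wells lacking pPAFAH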
PME-1 inh = blocks human protein phosphatase methylesterase 1. Q9Y570. recombinant PME-1, FP-Rh probe fluorescence polarization. inhibition, % at 5.9 µM. 320,000 compounds, 0.53% hits. AID 2130;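 active = inhibition above the campaign mean of all compounds plus 3 SD, cut at about 26% in these data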;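 also: competitive labeling of PME-1 active site by serine hydrolase directed probe; 0% = PME-1 with DMSO and 100% = wells lacking PME-1 enzyme; inhibitors block probe labeling so polarization falls and inhibition rises; many of its hits are not listed in these tables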
AHR activator = human AHR activation; P35869; AHR-responsive luciferase reporter cells, luminescence; activation, % at 5 µM; 320,000 compounds, 2.5% hits; in the data active = activation above about 47%;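 also: 0% = vehicle wells and 100% = reference agonist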
Bcl-xL primary = blocks human Bcl-xL binding to Bim BH3 peptide; GST-Bcl-xL / FITC-Bim BH3 peptide fluorescence polarization; inhibition, % at 10.9 µM; 320,000 compounds, 0.7% hits; AID 2129;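 active = inhibition above the mean of all tested compounds plus 3 SD, cutoff set per campaign, cut at about 30% in these data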;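 also: 0% = DMSO wells and 100% = unlabeled Bim-BH3 peptide competitor; inhibitors lower millipolarization by displacing the labeled peptide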
Target sequence (Q07817 whole entry, looked up): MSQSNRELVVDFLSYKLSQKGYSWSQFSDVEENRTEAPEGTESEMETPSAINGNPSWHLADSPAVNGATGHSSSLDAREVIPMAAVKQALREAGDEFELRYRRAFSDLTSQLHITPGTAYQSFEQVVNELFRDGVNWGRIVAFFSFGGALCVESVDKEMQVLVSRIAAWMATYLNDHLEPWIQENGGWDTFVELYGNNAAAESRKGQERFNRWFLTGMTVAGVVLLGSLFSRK
MCL1 BIM primary = MCL1-BIM-BH3 interaction inhibition (human); GST-MCL1 / FITC-Bim-BH3 fluorescence polarization; inhibition, % at 10.9 µM; Q07820; 320,000 compounds, 0.68% hits; AID 2057;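 active = inhibition above the mean inhibition of all tested compounds plus 3 SD, set per campaign, cut at about 40% in these data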;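 also: 0% = DMSO wells and 100% = unlabeled Bim-BH3 peptide control; higher means more loss of mP so more displacement of Bim peptide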
Target sequence (Q07820 whole entry, looked up): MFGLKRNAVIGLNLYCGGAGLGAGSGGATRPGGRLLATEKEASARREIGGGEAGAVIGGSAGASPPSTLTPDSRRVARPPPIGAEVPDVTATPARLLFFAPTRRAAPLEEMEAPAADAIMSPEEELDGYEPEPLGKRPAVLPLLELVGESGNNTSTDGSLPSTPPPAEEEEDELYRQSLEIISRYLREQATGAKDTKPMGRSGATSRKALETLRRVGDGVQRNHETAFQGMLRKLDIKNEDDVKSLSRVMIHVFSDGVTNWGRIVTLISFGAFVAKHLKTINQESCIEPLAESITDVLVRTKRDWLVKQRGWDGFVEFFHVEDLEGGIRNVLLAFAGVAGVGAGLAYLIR
PAFAH1B2 inh = blocks human PAF acetylhydrolase 1b catalytic subunit 2; recombinant PAFAH1B2, FP-rhodamine activity probe, fluorescence polarization; inhibition, % at 3.39 µM; 340,000 compounds, 1.2% hits; AID 492953;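 active = inhibition above the mean of all tested compounds plus 3 SD, cut at about 24% in these data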;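 also: 0% = enzyme with DMSO and 100% = wells lacking PAFAH1B2; many of its hits are not listed in these tables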
Fam108B inh = blocks mouse Fam108B hydrolase in RBBP9 counter-screen; recombinant Fam108B, FP-Rh probe fluorescence polarization; 300,000 compounds, 0.33% hits; inhibition, % at 9.51 µM;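 active = inhibition above the screen mean inhibition plus 3 SD, computed separately per campaign, cut at about 18% in these data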;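 also: inhibitors lower polarization as less probe binds the enzyme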
MEX-5 binding = C. elegans MEX-5 TCR-2 RNA binding activity; MEX-5/FITC-TCR2 RNA binding, fluorescence polarization; hits give low values; AID 1832; 300,000 compounds, 0.38% hits; activity score (negative = inhibition of binding), % at 10 µM;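 active = inhibition past about -25% in most replicates, and total fluorescence under double the plate's negative control median, limit read from the data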;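 also: 0% = DMSO and -100% = 5 µM competing unlabeled TCR2 RNA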
Active calls of the source: *; . = no result given. The list is partial; rates above refer to the full screens.

SMILES	GLD-1 TGE inh	pPAFAH inh	PME-1 inh	AHR activator	Bcl-xL primary	MCL1 BIM primary	PAFAH1B2 inh	Fam108B inh	MEX-5 binding
Cc1ccc(OCC(=O)Nc2ccc3c(c2)OCO3)cc1C	3	-1	-12	18	2	13	9	-3	-1.4
COCC(C)NC(=S)NCCc1ccc(Cl)cc1Cl (stereo unspecified)	9	0	1	-1	7	4	8	-2	0.5
O=C(Cn1cc2c(n1)CCCC2)N1CCCC1	4	-5	-1	1	2	-2	5	1	-0.9
O=C1COc2ccc(C(=O)COC(=O)Cc3ccc(F)cc3)cc2N1	-7	-2	0	-1	1	2	6	-2	0.7
CCOc1ccc(N(C(C)C(=O)N/N=C(\C)c2cccc(NC(=O)c3ccccc3)c2)S(C)(=O)=O)cc1 (stereo unspecified)	1	-2	-10	19	1	3	1	-16	-1.1
CC(NC(=O)c1ccc(Cl)s1)C1CCCO1 (stereo unspecified)	0	6	-6	1	1	-4	3	-6	-0.5
CCOC(=O)C1CCCN(C(=O)c2ccc3nc(-c4ccc(OC)c(OC)c4)c(-c4ccc(OC)c(OC)c4)nc3c2)C1 (stereo unspecified)	3	4	3	21	6	5	-3	0	-9.4
O=C(O)c1ccc(N=NN2CCCC2)cc1	3	-2	1	6	4	2	8	1	-0.5
O=C(O)c1cc(N/N=C/c2ccc(N3CCOCC3)cc2)ccc1Cl	-3	6	2	1	5	1	-3	2	0.3
CC(C)OC(=O)CSc1nnc2c(n1)[nH]c1ccc(F)cc12	-1	0	-1	0	-1	-4	1	-4	0.7
CC1(C)CC(=O)C=C(c2ccc3c(c2)OCO3)C1	3	0	2	59*	3	7	1	2	-2.3
CCOc1ccc(-c2[nH]ncc2Oc2cccc(OC)c2)c(O)c1	5	14	3	20	8	8	5	1	-1.8
CCOc1ccc(N/C(=C(/C(Cl)=C(Cl)Cl)[N+](=O)[O-])n2cncn2)cc1	55*	8	10	15	92*	93*	.	1	-49*
COc1nc(-c2ccccc2)nc(-c2ccccc2)c1C	4	5	-6	4	3	4	.	-3	0.8
CSCCC(NS(=O)(=O)c1ccccc1F)C(=O)NCC(c1ccc(F)cc1)N1CCOCC1 (stereo unspecified)	-3	-9	-8	1	2	-1	4	1	0.2
CC(C)NC(=O)CSCc1c(F)cccc1Cl	0	-4	-4	-3	2	6	0	1	1.3
COc1ccc([C@H]2CC(=O)C=C(c3cc(C=O)ccc3OC)C2)cc1	2	-5	8	3	0	1	-7	.	.
O=S(=O)(c1cc(Cl)ccc1Cl)n1nnc2ccccc21	6	5	-14	-2	-2	-4	3	2	2.9
COC(=O)c1ccc(S(=O)(=O)N2CCCC2)o1	-5	3	7	-2	5	6	4	0	-0.5
CCN=C1SC(CC(=O)NCc2ccccc2)C(=O)N1CC (stereo unspecified)	6	1	-1	3	7	6	0	2	-0.8
N/C(CS(=O)(=O)c1ccccc1)=N\OC(=O)c1ccc(F)cc1	5	9	1	4	1	-5	3	-2	-1.8
CCOC(=O)C1(CC2CC2)CCN(C(=O)c2ocnc2C)CC1	4	-4	-1	6	1	-6	-5	-2	-0.9
O=C(NCc1cn2ccsc2n1)Nc1ccc(Cl)cc1	4	4	1	3	-1	-1	-5	-3	0.8
O=C(OCc1nnc(-c2ccccc2)o1)c1ccc2c(c1)OCCO2	-4	10	0	-2	5	-2	-1	-2	0.6
COc1ccc(C(=O)CC(=O)C(=O)Nc2cc(OC)c(OC)c(OC)c2)cc1	2	8	-2	1	0	-3	4	-1	-0.9
CC1(C)Cc2c(sc3[nH]c(=S)[nH]c(=O)c23)CO1	-10	-2	-2	2	10	3	8	0	2.3
COc1cccc(/C=C2\SC(=S)N(CCC(=O)N3CCCCC3)C2=O)c1	-5	4	0	3	0	-1	2	-3	-1.6
COc1ccc(CNC(=O)C2CCN(S(C)(=O)=O)CC2)c(OC)c1	6	2	-6	0	1	-1	3	-2	2.0
CCN(CC)S(=O)(=O)c1ccc(C)c(NC(=O)CN2C(=O)NC3(CCCC3)C2=O)c1	3	10	-3	1	2	4	2	0	1.2
Cc1ccc(CN(C)C(=O)CCc2nc3sc4c(c3c(=O)[nH]2)CCCC4)o1	-6	8	4	24	3	9	6	-1	0.2
Cc1cc(NC(=O)CSc2nccn2-c2cccc(C)c2C)no1	-2	1	0	0	5	5	3	-7	0.0
NS(=O)(=O)c1ccc(CNC(=O)Cc2cccs2)cc1	3	35*	1	0	4	23	-2	1	0.8
O=C1C=C(c2ccc3c(c2)oc2ccccc23)C[C@@H](c2ccc3c(c2)OCO3)C1	3	0	5	7	0	-1	-3	.	.
Cn1c(SCC(=O)Nc2nccs2)nnc1-c1ccc(S(=O)(=O)N2CCCC2)cc1	11	-6	-6	3	0	2	6	-1	0.8
Cc1nc(SCC(=O)Nc2ccc3c(c2)OCO3)c(C#N)c2c1CCCC2	2	1	-4	10	7	-7	6	-4	-1.3
Cc1c(Cl)cccc1NC(=S)/C(=C(\[O-])c1ccc(Cl)s1)[n+]1ccccc1	-1	11	1	27	8	10	-2	2	-0.6
O=C(NC(=S)N1CCCCCC1)c1cccc([N+](=O)[O-])c1	3	-2	2	0	7	16	9	.	.
COc1c(Cl)cc(C(=O)O)cc1Cl	5	1	4	1	1	6	3	0	0.4
O=C(CSc1nnc(-c2ccccc2)c(-c2ccccc2)n1)Nc1ccc(Br)cn1	-1	4	-10	1	7	3	-7	-15	3.3
CCCc1nn(C)c(C(=O)Nc2cccc3ccccc23)c1Cl	3	10	-2	93*	3	2	2	-11	-0.3
O=C(COc1ncnc2c(Cl)cc(Cl)cc12)NCCC1=CCCCC1	-5	-1	6	0	3	-5	1	-8	-1.8
CSc1nnc([C@@H](NC(=O)OC(C)(C)C)C(C)C)o1	0	7	-4	0	-2	-16	2	0	-0.8
OCCN(CC#CCC(O)(c1ccccc1)C1CCCC1)CCO (stereo unspecified)	0	3	-2	-1	3	2	4	-1	-3.8
Cn1c(CNC(=O)c2ccccc2F)nnc1SCC(=O)c1ccccc1	-11	0	6	-7	-8	-12	-12	2	-1.0
O=C(Cn1ccc([N+](=O)[O-])n1)Nc1nccs1	-3	-10	0	1	1	-3	2	2	0.0
O=C(CSc1nc(O)cc(=O)[nH]1)N1CCOCC1	-7	5	2	-2	0	-5	5	2	7.5
COc1ccc(CCNC(=S)N2CCC(C(N)=O)CC2)cc1	6	5	5	1	4	1	12	4	2.5
CCS(=O)c1ccccc1C(=O)OC(C)C(=O)Nc1ccc(S(=O)(=O)N2CCCC2)cc1 (stereo unspecified)	4	2	3	1	3	3	2	-1	-4.4

3 consecutive records out of the list so far, quoted:
SMILES	GLD-1 TGE inh	pPAFAH inh	PME-1 inh	AHR activator	Bcl-xL primary	MCL1 BIM primary	PAFAH1B2 inh	Fam108B inh	MEX-5 binding
O=C(CSc1nc(O)cc(=O)[nH]1)N1CCOCC1	-7	5	2	-2	0	-5	5	2	7.5
COc1ccc(CCNC(=S)N2CCC(C(N)=O)CC2)cc1	6	5	5	1	4	1	12	4	2.5
CCS(=O)c1ccccc1C(=O)OC(C)C(=O)Nc1ccc(S(=O)(=O)N2CCCC2)cc1 (stereo unspecified)	4	2	3	1	3	3	2	-1	-4.4

Entries listed so far shown as hits in MCL1 BIM primary:
compound,GLD-1 TGE inh,pPAFAH inh,PME-1 inh,AHR activator,Bcl-xL primary,MCL1 BIM primary,PAFAH1B2 inh,MEX-5 binding
CCOc1ccc(N/C(=C(/C(Cl)=C(Cl)Cl)[N+](=O)[O-])n2cncn2)cc1,55*,8,10,15,92*,93*,.,-49*

(listing goes on)
SMILES	GLD-1 TGE inh	pPAFAH inh	PME-1 inh	AHR activator	Bcl-xL primary	MCL1 BIM primary	PAFAH1B2 inh	Fam108B inh	MEX-5 binding
c1ccc2c(c1)CCc1c(-c3ccncc3)n[nH]c1-2	3	-2	-2	44	0	3	4	.	.
CCOC(=O)N1CCN(C(=O)CN(c2ccc(OC)cc2)S(C)(=O)=O)CC1	6	4	-3	1	4	7	1	-2	0.9
CC(=O)N1CCc2c(sc(NC(=O)CCS(=O)(=O)c3ccc(C)cc3)c2C#N)C1	3	5	-3	0	0	3	4	-2	-0.6
CC(=O)NCC12CC3CC(C1)CC(C(=O)O)(C3)C2	1	-3	-1	-1	-3	-8	3	1	-1.9
Cc1cc2c(nc1C)CCCN2C[C@@H](C)O/N=C1/[C@H]2CCn3c(=O)n(-c4ccccc4)c(=O)n3[C@H]2[C@H](O)[C@@H]2O[C@H]12	11	13	0	6	23	24	.	8	.
Cc1ccc(Cl)cc1NC(=O)C1CCCN1S(=O)(=O)c1ccc(-c2ccc(=O)[nH]n2)s1 (stereo unspecified)	-3	-2	-7	18	-5	-3	-1	-11	2.9
Cn1c(=O)c2c(nc(NCc3ccco3)n2C/C=C/c2ccccc2)n(C)c1=O	7	10	2	-3	10	8	0	5	-1.7
CCOC(=O)C1C(=O)CC(C)(O)C(C(=O)OCC)C1c1ccc(F)cc1 (stereo unspecified)	4	1	-2	0	8	9	-4	4	-1.0
OCCN(CC#CC(O)(c1ccccc1)c1cccc(F)c1)CCO (stereo unspecified)	-1	3	-1	0	0	1	7	1	-2.1
C=CCNC(=O)C1CC1(c1ccccc1)c1ccccc1 (stereo unspecified)	0	-7	5	-3	4	2	1	5	1.0
CCC(C)Sc1cccc(-c2nc3cc(C)ccn3c2NCc2ccccc2)c1 (stereo unspecified)	11	13	4	29	8	10	4	4	0.8
CN(C)/C(=N\S(=O)(=O)c1ccccc1)c1ccc(F)cc1	-3	-7	-5	2	8	12	7	-2	-1.5

Whole records, quoted from the list. Order of screens: GLD-1 TGE inh | pPAFAH inh | PME-1 inh | AHR activator | Bcl-xL primary | MCL1 BIM primary | PAFAH1B2 inh | Fam108B inh | MEX-5 binding
Cc1cc2c(nc1C)CCCN2C[C@@H](C)O/N=C1/[C@H]2CCn3c(=O)n(-c4ccccc4)c(=O)n3[C@H]2[C@H](O)[C@@H]2O[C@H]12 as listed: 11 | 13 | 0 | 6 | 23 | 24 | . | 8 | .
CCC(C)Sc1cccc(-c2nc3cc(C)ccn3c2NCc2ccccc2)c1 (stereo unspecified) as listed: 11 | 13 | 4 | 29 | 8 | 10 | 4 | 4 | 0.8
OCCN(CC#CC(O)(c1ccccc1)c1cccc(F)c1)CCO (stereo unspecified) as listed: -1 | 3 | -1 | 0 | 0 | 1 | 7 | 1 | -2.1
CCOC(=O)N1CCN(C(=O)CN(c2ccc(OC)cc2)S(C)(=O)=O)CC1 as listed: 6 | 4 | -3 | 1 | 4 | 7 | 1 | -2 | 0.9
CC(=O)NCC12CC3CC(C1)CC(C(=O)O)(C3)C2 as listed: 1 | -3 | -1 | -1 | -3 | -8 | 3 | 1 | -1.9

Assay outcomes: PubChem BioAssay, several laboratories
